From PubChem
OTUD3 block = inhibitors of human OTUD3 deubiquitinase; Q5T2D3; purified OTUD3, Ub-rhodamine fluorescence, 2 h; inhibition, % at 25 µM; 47,000 tested, 0.7% active
Target sequence (Q5T2D3 whole entry, looked up): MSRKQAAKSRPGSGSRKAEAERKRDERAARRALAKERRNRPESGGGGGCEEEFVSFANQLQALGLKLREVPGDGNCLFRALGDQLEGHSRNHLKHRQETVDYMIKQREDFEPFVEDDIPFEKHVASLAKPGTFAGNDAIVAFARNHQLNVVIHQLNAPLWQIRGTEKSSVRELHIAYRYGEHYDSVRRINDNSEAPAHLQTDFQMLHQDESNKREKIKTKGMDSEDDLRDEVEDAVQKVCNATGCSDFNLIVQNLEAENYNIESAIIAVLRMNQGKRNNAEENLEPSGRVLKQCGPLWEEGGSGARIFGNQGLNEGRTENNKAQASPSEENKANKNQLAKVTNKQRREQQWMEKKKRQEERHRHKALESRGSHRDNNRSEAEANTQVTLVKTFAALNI
USP8 block = human USP8 deubiquitinase inhibition | 47,000 tested, 4.2% active | inhibition, % at 20 µM | purified USP8, Ub-rhodamine cleavage fluorescence, 30 min
USP7 block = human USP7 deubiquitinase inhibition. purified USP7, Ub-rhodamine cleavage fluorescence. inhibition, % at 20 µM. 47,000 tested, 0.3% active
USP28 block = human USP28 deubiquitinase inhibition; purified USP28, Ub-rhodamine cleavage fluorescence, 30 min; Q96RU2; 47,000 tested, 3% active; inhibition, % at 25 µM
UCHL1 block = inhibitors of human UCHL1 deubiquitinase. purified UCHL1, Ub-rhodamine cleavage fluorescence. P09936. inhibition, % at 20 µM. AID 1645859. 47,000 tested, 0.2% active
USP30 block = blocks human USP30 ubiquitin-rhodamine cleavage. inhibition, % at 25 µM. purified USP30, Ub-rhodamine cleavage fluorescence. Q70CQ3. AID 1645860. 47,000 tested, 5.3% active
USP17 block = inhibitors of human USP17 deubiquitinase. A8MUK1. 47,000 tested, 6.5% active. purified USP17, Ub-rhodamine cleavage fluorescence, 3 h. inhibition, % at 50 µM
Target sequence (A8MUK1 whole entry, looked up): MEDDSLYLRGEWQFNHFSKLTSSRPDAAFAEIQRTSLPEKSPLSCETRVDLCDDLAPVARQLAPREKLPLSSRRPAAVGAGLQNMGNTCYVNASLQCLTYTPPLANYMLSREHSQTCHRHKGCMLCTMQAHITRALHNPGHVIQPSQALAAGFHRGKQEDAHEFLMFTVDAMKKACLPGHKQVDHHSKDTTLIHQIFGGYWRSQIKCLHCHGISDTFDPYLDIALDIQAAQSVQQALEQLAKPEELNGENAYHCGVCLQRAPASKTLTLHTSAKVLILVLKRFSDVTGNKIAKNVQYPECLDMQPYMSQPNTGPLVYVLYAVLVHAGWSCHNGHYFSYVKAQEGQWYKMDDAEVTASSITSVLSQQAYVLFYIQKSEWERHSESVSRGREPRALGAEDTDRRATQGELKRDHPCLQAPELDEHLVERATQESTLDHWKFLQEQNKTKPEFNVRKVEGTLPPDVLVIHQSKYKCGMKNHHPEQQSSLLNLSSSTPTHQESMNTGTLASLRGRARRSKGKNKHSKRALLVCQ
USP10 inh = human USP10 deubiquitinase inhibition; purified USP10, Ub-rhodamine fluorescence, 60 min; inhibition, % at 20 µM; 47,000 tested, 1.1% active
Starred values were filed as active, the others as inactive; i = inactive. Rule as the data show it: active = inhibition above about 30%; inactive = the rest.

OTUD3 block,USP8 block,USP7 block,USP28 block,UCHL1 block,USP30 block,USP17 block,USP10 inh,canonical_smiles
-0.1,10.7,-33.3,6.5,1.3,12.1,3.1,1.7,CC1CCN(C(=O)CN2C(=O)COc3ccc(Cl)cc32)CC1
-0.1,-28.2,1.1,8.6,5.2,25.0,2.0,19.3,O=S(=O)(Nc1ccc(-c2ccccc2)cc1)c1ccc2c(c1)OCCO2
-61.0,-18.3,-3.6,-54.5,-4.8,-262.9,2.7,-2.7,COc1ccc(CNC(=O)Cn2cnc3nc(SC)ncc3c2=O)cc1
-0.3,5.0,-38.5,7.6,3.9,-3.6,-0.7,1.1,Cc1ccc(F)cc1NC(=O)CCCc1c[nH]c2ccccc12
12.9,12.4,-1.2,28.7,9.6,18.2,18.5,8.8,FC(F)(F)c1cccc(-c2nnnn2Cc2cccc(Cl)c2)c1
-5.9,-0.3,10.7,-1.4,-1.7,-16.0,-6.1,1.3,Cc1cccn2c(/C=C(\C#N)c3ccc(Cl)c(Cl)c3)c(-c3ccc(Cl)cc3)nc12
10.2,2.7,-5.3,10.5,0.6,9.3,0.2,-1.8,Cc1cccc(C)c1NC(=O)C(NC(=O)c1ccn[nH]1)c1ccccc1 (centres undefined)
-13.2,-14.3,-6.4,-15.3,-3.1,-18.3,-12.5,-0.5,CCC1Oc2ccc(C(=O)c3ccco3)cc2N(CC(=O)NC2CC2)C1=O (centres undefined)
-4.4,-9.7,-1.2,-6.5,-6.4,-14.2,-9.1,-4.6,O=C(Nc1ccc(N2CCN(C3CCCC3)C2=O)nc1)c1cccnc1
0.3,-9.8,-0.2,2.5,0.2,3.6,-1.2,-2.0,COc1ccc(-c2cc(C(=O)N3CCN(C(=O)c4ccco4)CC3)[nH]n2)cc1

Part of the list above, limited to USP28 block and OTUD3 block:
Structure,USP28 block,OTUD3 block
Cc1cccc(C)c1NC(=O)C(NC(=O)c1ccn[nH]1)c1ccccc1 (centres undefined),10.5,10.2
CCC1Oc2ccc(C(=O)c3ccco3)cc2N(CC(=O)NC2CC2)C1=O (centres undefined),-15.3,-13.2

Further compounds
OTUD3 block,USP8 block,USP7 block,USP28 block,UCHL1 block,USP30 block,USP17 block,USP10 inh,canonical_smiles
12.0,0.0,-7.5,8.2,-1.0,-0.5,-15.3,-1.9,CC(C)COc1ccc(C(=O)NCC(c2ccco2)N2CCOCC2)cc1 (centres undefined)
28.8,-7.2,8.2,7.0,-0.2,22.3,43.4*,5.8,Cc1c(NC(=O)COc2ccc(C3CCCCC3)cc2)cccc1-c1nc2ncccc2o1
-5.8,-1.2,-0.8,-7.8,0.2,-18.9,-10.3,-1.1,CCOc1ccccc1C1C2CCCCC2(O)CCN1C(=O)/C=C/c1cc(OC)c(OC)c(OC)c1 (centres undefined)
-42.5,0.7,-14.5,2.4,-14.5,-143.3,27.3,-14.3,O=C(Cc1ccc(Cl)c(Cl)c1)Nc1cccc2ncccc12
1.3,1.5,5.6,-2.5,-3.4,6.9,8.6,12.9,CNC(=O)NC(=O)Cn1cnc2sc(-c3ccccc3)cc2c1=O
3.4,0.0,3.9,0.1,3.3,8.9,3.3,2.4,COc1ccc(S(=O)(=O)NCc2c(C)noc2C)cc1Cl
-15.0,-10.5,-50.8,19.1,-2.6,-18.9,-0.9,-5.5,O=C(CCc1nc(-c2ccc(N3CCCCCC3)cc2)no1)N1CCOCC1
-3.0,-2.0,1.5,9.8,-4.2,3.3,-0.1,3.7,CCn1c(SCC(=O)Nc2ccc(C(C)=O)cc2)nnc1-c1c[nH]c2ccccc12
-0.3,-91.5,-3.6,-0.3,-2.3,-7.5,-17.2,-1.6,COc1cc(N2CC[C@@H]3[C@@H]2CCN3Cc2cccc(C#N)c2)ncn1
-4.5,-1.8,-0.1,-10.4,-1.0,-25.1,-5.8,-1.8,CS(=O)(=O)N1C[C@@H]2OCC(=O)N(Cc3ccccc3)[C@@H]2C1

Following part:
OTUD3 block,USP8 block,USP7 block,USP28 block,UCHL1 block,USP30 block,USP17 block,USP10 inh,canonical_smiles
8.6,-218.2,0.4,0.3,-0.8,-19.0,-5.5,-1.3,O=C(c1ccco1)N1C[C@H](OCc2cccnc2)[C@H]2OCCC[C@H]21
-21.7,-3.8,-16.3,-19.0,-4.5,-132.5,41.9*,-4.9,COc1ccc(CC(=O)N2CCC(Nc3cccnc3)C2)cc1 (centres undefined)
-9.6,10.4,3.6,-9.2,-5.8,-46.0,-9.1,23.7,Cc1ccc(C(=O)NC(C)c2ccccc2)cc1NC(=O)c1nsc2ccccc12 (centres undefined)
19.2,22.4,12.3,24.1,11.0,39.9*,17.1,9.5,O=C(Nc1ccc(Sc2ccc(F)cc2)cc1)c1cccc(C(F)(F)F)c1
-1.5,-3.7,0.8,-15.0,-2.0,-22.8,7.2,-3.7,OCCNc1ncnc2c1c(-c1ccccc1)cn2-c1cccc(C(F)(F)F)c1
-7.9,-3.9,-4.9,-17.7,-7.8,-83.6,25.2,-3.7,O=C(Nc1ccc(N2CCN(C3CCCC3)C2=O)nc1)c1ccccc1F
-4.7,-114.5,2.3,-4.6,0.5,-7.9,-21.5,-0.4,Cc1cc2n(n1)[C@@H](C(F)(F)F)C[C@@H](C1CCN(C(=O)Cc3sc(C)nc3C)CC1)N2
4.3,-15.0,-8.9,-9.0,-3.9,-26.3,21.6,8.0,Cc1ccsc1CCNC(=O)CCc1nnc2n(CCc3ccccc3)c(=O)c3ccccc3n12
-10.2,1.7,2.7,-5.3,1.3,-18.7,-12.3,-0.8,Cc1cccc(NC(=O)CCS(=O)(=O)c2ccc3c(c2)CC(=O)N3C)c1
-7.1,-8.3,-6.9,-9.7,1.1,-1.6,-14.2,0.0,Cc1cccc(OCCCn2c(CN(C)C(=O)c3ccco3)nc3ccccc32)c1

Carrying on:
OTUD3 block,USP8 block,USP7 block,USP28 block,UCHL1 block,USP30 block,USP17 block,USP10 inh,canonical_smiles
-0.8,0.1,-3.1,-8.8,-2.0,-3.4,6.6,-0.1,O=C(NC1CCCC1)C(c1ccc(N2CCOCC2)cc1)N(Cc1ccccc1Cl)C(=O)c1ccco1 (centres undefined)
14.1,-276.6,0.3,0.3,2.4,-0.1,-47.4,0.0,CCN(C(=O)Cc1c(C)nc(-c2ncccn2)[nH]c1=O)c1ccccc1
-0.3,22.7,-2.0,-2.8,-0.1,-14.9,3.0,-1.9,COc1ccccc1N1C(=O)N(Cc2ccc3c(c2)OCO3)c2ccccc2S1(=O)=O
9.5,-1.9,1.9,6.4,-1.8,16.3,18.5,0.0,C=C(C)[C@@H]1CC[C@]2(CO)CC[C@]3(C)[C@H](CC[C@@H]4[C@@]5(C)CC[C@H](OC(C)=O)C(C)(C)[C@@H]5CC[C@]43C)[C@@H]12
3.2,17.9,-2.4,7.5,-2.4,-28.8,2.8,-9.0,COc1ccccc1Cc1cccc(C2CCN(Cc3ccccn3)CC2)n1
-9.0,-4.5,-3.5,0.0,-4.2,-10.0,-3.4,0.4,COc1ccc(N2CC(C(=O)N3CCc4ccccc43)CC2=O)cc1 (centres undefined)
2.9,2.1,-1.4,-4.9,-0.9,-7.0,21.2,0.7,COc1ccc(C(=O)Nc2c(-c3ccccc3)c(=O)c3ccccc3n2C)cc1
-9.3,-49.0,0.3,-15.3,-1.9,-54.0,-15.4,-0.2,Cc1cccnc1C(=O)NCC[C@@]12CCCC[C@@H]1c1c([nH]c(=O)[nH]c1=O)O2
3.5,-42.4,1.1,-6.6,2.5,6.0,-6.1,-1.3,COC(=O)CNC(=O)C1c2ccccc2C(=O)N(c2ccccc2)C12CCCCC2 (centres undefined)
-2.0,-0.9,2.5,-2.6,-1.3,0.5,4.2,1.3,CN1C(=O)c2ccccc2OCCCCC[C@H]2[C@@H]1CCCN2C(=O)CN1C(=O)NC2(CCCC2)C1=O

(listing goes on)
OTUD3 block,USP8 block,USP7 block,USP28 block,UCHL1 block,USP30 block,USP17 block,USP10 inh,canonical_smiles
-29.5,-35.1,-3.1,-18.3,-11.1,-38.4,-42.6,-3.6,Cc1cc(NCC(=O)Nc2cccc(Cl)c2)n2nc(-c3cccnc3)nc2n1
-2.1,2.6,-1.8,-0.3,-1.2,-21.3,-3.3,-5.9,Nc1cc(-c2cncnc2C2CCN(S(=O)(=O)C3CCCC3)C2)ccn1 (centres undefined)
-26.6,-49.2,-4.6,-23.9,-7.3,-74.1,5.4,-5.9,N#Cc1ccc(C(=O)Nc2cnn(-c3ncc(N4CCCC4)cn3)c2)cc1
8.9,25.8,-2.9,9.1,-0.6,17.3,11.8,4.6,O=C(CNc1ccc(OC2CCCC2)cc1)N1CCNC1=O
-18.3,-65.5,-37.4,-17.1,-6.6,-46.0,-12.1,-3.7,O=C(Nc1cccc(Cl)c1)C1C2C=CC3(O2)C1C(=O)N(CCCN1CCN(Cc2ccccc2)CC1)C3C(=O)NC1CCCCC1 (centres undefined)
9.0,0.0,1.0,3.6,1.3,17.3,5.7,1.1,CCc1ccc(S(=O)(=O)Nc2ccc(N3CCN(C)CC3)cc2)cc1
-163.6,-262.1,-133.3,-232.8,-154.5,i,-150.8,-1.8,Cc1ccc(C(=O)N2CCN3Cc4ccccc4N(C)CC3C2)cc1 (centres undefined)
3.7,19.1,-8.4,15.1,0.3,14.1,7.3,0.3,NC(=O)C1Cc2ccccc2CN1CCCOc1ccc(F)cc1 (centres undefined)
-0.1,-0.3,-1.5,-10.4,-1.5,-7.7,-4.7,0.1,c1cnc(N2CCN(c3ncnc4c3oc3ccccc34)CC2)nc1
5.0,10.0,-2.9,0.0,-0.7,5.8,24.6,8.4,Cc1cc(NC(=O)Cn2c(=O)n(CCc3ccccc3)c(=O)c3ccccc32)n[nH]1

Reprinted at random: 5 records from the list
OTUD3 block,USP8 block,USP7 block,USP28 block,UCHL1 block,USP30 block,USP17 block,USP10 inh,canonical_smiles
5.0,10.0,-2.9,0.0,-0.7,5.8,24.6,8.4,Cc1cc(NC(=O)Cn2c(=O)n(CCc3ccccc3)c(=O)c3ccccc32)n[nH]1
-2.1,2.6,-1.8,-0.3,-1.2,-21.3,-3.3,-5.9,Nc1cc(-c2cncnc2C2CCN(S(=O)(=O)C3CCCC3)C2)ccn1 (centres undefined)
9.0,0.0,1.0,3.6,1.3,17.3,5.7,1.1,CCc1ccc(S(=O)(=O)Nc2ccc(N3CCN(C)CC3)cc2)cc1
-26.6,-49.2,-4.6,-23.9,-7.3,-74.1,5.4,-5.9,N#Cc1ccc(C(=O)Nc2cnn(-c3ncc(N4CCCC4)cn3)c2)cc1
3.7,19.1,-8.4,15.1,0.3,14.1,7.3,0.3,NC(=O)C1Cc2ccccc2CN1CCCOc1ccc(F)cc1 (centres undefined)

Continuation.
OTUD3 block,USP8 block,USP7 block,USP28 block,UCHL1 block,USP30 block,USP17 block,USP10 inh,canonical_smiles
7.0,2.9,5.5,7.1,3.4,12.4,6.3,-1.4,COc1cc(-c2cc(NC(C)=O)c3ncc(-c4cnn(C)c4)n3c2)ccc1O
-8.2,2.6,-64.6,-1.3,13.1,1.1,1.8,2.9,Cc1ccc(C2CN3C(=O)CN(C4CCCC4)C(=O)[C@]3(C)c3[nH]c4ccccc4c32)cc1 (some centres undefined)
-0.1,-9.1,-0.2,3.5,-0.8,4.7,7.3,-3.5,COc1ccccc1-n1c(CNC(=O)c2ccc(S(=O)(=O)N3CCOCC3)cc2)nnc1SCC(=O)N1CCCc2ccccc21
14.1,2.0,2.1,7.4,0.2,14.7,8.6,0.6,O=C(c1ccc(-n2cccn2)nc1)N1CCCC(c2cnccn2)C1 (centres undefined)
-15.2,-16.6,0.7,-15.8,-1.3,-12.2,-21.7,-2.1,COCc1nc2cccnc2n1C1CCN(S(=O)(=O)c2ccccc2C)CC1
12.6,9.0,-26.6,8.2,2.0,17.4,2.1,0.5,O=C(c1cccc(F)c1)N1CCC(c2nc(-c3ccc(F)cc3)no2)CC1
0.5,7.9,-4.7,-2.4,-3.0,2.5,2.9,11.5,Cc1nn(-c2cccc(F)c2)c2c1C(C(=O)c1cc3ccccc3o1)CC(=O)N2 (centres undefined)
0.6,-64.2,-1.1,7.4,-0.5,9.2,-5.7,1.7,Cc1cc2c(=O)n3c(nc2s1)CCN(C(=O)c1cscn1)CC3
-10.1,23.8,-11.7,3.8,-8.2,-18.8,26.2,-3.3,Cc1ccc2[nH]c(=O)c(-c3nc4cccc(C)n4c3NCc3ccc4c(c3)OCO4)cc2c1
6.0,1.1,5.9,8.5,1.2,18.6,-6.9,6.0,O=C(NCCCc1ccccc1)c1cccn1-c1nnc(N2CCCC2)s1

Following part
OTUD3 block,USP8 block,USP7 block,USP28 block,UCHL1 block,USP30 block,USP17 block,USP10 inh,canonical_smiles
12.7,33.5*,5.7,3.4,5.1,-7.6,5.8,0.7,COc1cc(C2C3=C(CC(c4ccco4)CC3=O)Nc3ccccc3N2C(=O)c2ccccc2)cc(OC)c1OC (centres undefined)
-2.2,-16.6,8.1,-1.1,2.1,1.8,-0.6,8.7,O=C(O)c1ccc(CSc2nc3ccccc3[nH]2)cc1
-5.6,-16.5,3.2,-3.5,-3.8,3.6,-4.2,-0.5,Cc1ccc(NC(=O)N2CCC3(CC2)COCCN(Cc2cccnc2)C3)cc1
-2.8,-3.1,-7.9,1.1,0.0,-0.1,-1.2,-1.1,Cc1cccc(C(=O)N2CCC[C@@]3(C[C@@H](Oc4ccccc4F)CO3)C2)n1
8.7,-1.5,-3.6,1.4,-0.2,3.7,-11.3,-3.8,O=[N+]([O-])c1cccnc1NCCc1ccncc1
